# RT RNaseH block = inhibitors of HIV-1 reverse transcriptase RNase H. RT-RNase H RNA/DNA duplex cleavage, fluorescence. AID 565. inhibition, % at 10 µM. P04585. 1.9% of 65,000 active; in the data active means inhibition above about 50%
# RmlC RmlD mix = mixture blocks RmlC and RmlD coupled enzyme activity; inhibition, % at 5.5 µM; 0.39% of 110,000 active; RmlC/RmlD coupled enzyme inhibition, 384-well mixture HTS; in the data active means inhibition above about 30%, passing the limit was not always enough; further: strong numbers were not always called active
# * hit, by the source's call; · = not tested or not shown. Not all compounds are listed; count on the stated rates, not on these rows.
SMILES	RT RNaseH block	RmlC RmlD mix
C=CCn1c(=O)/c(=C/c2cc(OC)c(OC)c(OC)c2)s/c1=C(/C#N)c1nc2ccccc2n1C	17	-15
O=C(CSc1nnnn1C1CCCC1)N1CCN(C(=O)c2ccco2)CC1	0	0
O=C(NCc1ccc2c(c1)OCO2)C1CCN(Cc2cnn(-c3ccccc3)c2-n2cccc2)CC1	5	-4
Cc1ccc(-c2nnc(N(C)C(=O)c3cccnc3)s2)cc1	·	13
Cc1ccccc1CN1[C@@H](Cc2ccccc2)COCCS1(=O)=O	·	4
Cc1cc2ccccc2n1CCNC(=O)Cc1cccc2ccccc12	·	-31
N#CCCn1c(SCC(=O)N2CCN(S(=O)(=O)c3ccccc3)CC2)nc2ccccc21	-40	5
O=C(O)c1cccc(COCC(F)(F)C(F)F)c1	0	0
COc1ccc2oc(=O)c(C(=O)N3CCN(c4ccccc4)CC3)cc2c1	-12	-3
O=C1c2ccccc2S(=O)(=O)N1CC1CC(c2ccccc2)=NO1 (centres undefined)	-16	-8
CC(C)CCNC(=O)CN(C(=O)Cn1nnc(-c2ccccc2F)n1)c1cccc2c1CCCC2	·	-8
Cc1ccc(NC(=O)CN2C(=O)CSC2=O)cc1	·	18
COC(=O)c1ccsc1NC(=O)CSc1nnnn1-c1ccccc1SC	-57	-6
CCCCCCC(=O)Nc1nc(C)c(-c2csc(Nc3cc(OC)ccc3OC)n2)s1	·	-4
O=S(=O)(NCc1ccccc1)c1cnc[nH]1	-36	6
Oc1ccccc1C1=NOC(O)(C(F)F)C1 (centres undefined)	·	-10
CC(C)Sc1nnc([C@@H](N)Cc2ccccc2)o1	·	-4
Cn1c(=O)[nH]c(=O)c2c1nc1n2CCN1Cc1ccccc1	·	-7
Cc1[nH]n2c(=O)c3c(nc2c1-c1ccc(Cl)cc1)CCC3	0	-7
N#Cc1c[nH]n2c(=O)cc(Cc3ccccc3)nc12	-5	0
O=S(=O)(NCC(c1cccnc1)N1CCN(c2ccccc2)CC1)c1cccs1 (centres undefined)	11	-11
CCc1ccc(C2(C)SC(NC(C)=O)=NN2C(C)=O)cc1 (centres undefined)	·	-11
Clc1ccc(-c2nnc(SCc3nc4ccccc4[nH]3)o2)c(Cl)c1	·	13
COc1ccc(-c2nnc(-c3ccc(Br)o3)o2)cc1OC	-13	-5
Cc1[nH]n2c(=O)c3c(nc2c1-c1ccccc1)CCCC3	-8	-3
COCCOC(=O)C1=C(C)NC(=O)NC1c1cn(-c2ccccc2)nc1-c1cccs1 (centres undefined)	4	-12
Cc1cccc(N2CCN(C(=O)Cn3cccc3)CC2)c1C	-7	-11
Cc1ccc(SCCC(=O)NC(C)C)cc1	·	9
O=C(CSc1nnc(-c2cccs2)n1-c1ccccc1)Nc1ccccc1	-8	13
CCOC(=O)C1CCN(C=Nc2cc(C)on2)CC1	0	10
Cc1cccc(C(=O)N2CCCN(C(=O)c3cccc(C)c3)CC2)c1	·	-7
Cc1cccc(OCc2nnc(SCC(=O)N3CCCC3)n2C)c1	-16	57
O=C(NCc1ccccc1Cl)c1cnc2n(c1=O)CCS2	-7	-7
COc1ccc(N2CCN(C(c3cccs3)C(C)NC(=O)c3ccco3)CC2)cc1 (centres undefined)	8	6
CCN1CCN(c2ncc(C(=O)N3CCCc4ccccc43)c3ccccc23)CC1	-11	-11
O=C(NCCN1CCOCC1)c1cc(-c2ccc(Cl)cc2)on1	-5	-7
O=C(C1CCC1)N1CCc2cc(S(=O)(=O)N3CCc4ccccc4C3)ccc21	-12	4
Cn1c(=O)c2c(nc(CN3CCN(C(=O)c4ccco4)CC3)n2Cc2ccccc2F)n(C)c1=O	-5	-11
CCOc1cc(CNn2cnnc2)ccc1OCC(=O)NC1CCCCC1	-6	18
CC(C)=CCc1c(O)cc2c(=O)c3ccc(O)cc3oc2c1O	·	-9
O=C(O)c1cc2ccccc2c(=O)s1	·	-11
CCC(C)C(NC(=O)c1ccccc1NC(=O)c1ccco1)C(=O)O (centres undefined)	2	1
C#CCNC(=O)C1=C[C@H](c2cn(C(C)=O)c3ccccc23)C[C@H](OCc2ccc(CO)cc2)O1	·	5
Cc1ccc(-c2nc3ncccn3c2NC(=O)C2CC2)cc1	-9	31
CCC(C)(C)n1nnnc1CN(Cc1cccs1)Cc1cc2cc(OC)ccc2[nH]c1=O	-12	5
NC(=O)c1cn(C2OC(CO)C(O)C2O)c2ncnc(N)c12 (centres undefined)	·	-9
CCN(CC)CCN1C(=O)C(=O)/C(=C(/O)c2cnn(-c3ccccc3)c2C)C1c1cccnc1 (centres undefined)	-3	97
O=C(O)CN(Cc1ccco1)S(=O)(=O)c1ccc(F)cc1	3	13
Cn1nnc2cc(C(=O)N3CCSCC3)ccc21	-2	6
COn1c(SC(C)C)nc2ccccc2c1=O	·	6
CC(C)Sc1nc(C(F)(F)F)cc(=O)n1-c1ccccc1	·	3
Cn1c(=O)c2c(nc(SCCN3CCCCC3)n2Cc2ccc(Cl)cc2)n(C)c1=O	9	2
C=CCNC(=O)c1ccc(-c2nc(-c3ccccc3)cs2)cc1	·	-11
Cc1nc2sc(C(c3ccc(Cl)cc3)N3CCN(C(=O)c4ccco4)CC3)c(O)n2n1 (centres undefined)	-6	-7
Clc1ccc(Sc2cnc3ccccc3n2)cc1	·	12
O=C(CCC(=O)N(c1ccccc1)C(C(=O)NC1CCCC1)c1ccncc1)Nc1cccnc1 (centres undefined)	-1	5
COc1ccc(-c2nc3c(c(=O)n(C)c(=O)n3C)n2CC2CC(c3ccccc3)=NO2)cc1OC (centres undefined)	-11	11
Cc1nc2ccccc2nc1CSc1nnc(N)s1	·	-8
CCOc1ccc(CCNC(=O)c2cc3sccc3n2C)cc1OCC	-18	·
COc1ccc(C(=O)N2CCN(Cc3ccccc3C)CC2)cc1OC	-9	-24

# New compounds follow.
SMILES	RT RNaseH block	RmlC RmlD mix
c1ccc(OCCOc2ccccc2-c2nnco2)cc1	2	15
CCOC(=O)N/N=C\c1ccc([N+](=O)[O-])o1	·	-2
CCCc1ncc(C(O)c2cccc(OC)c2OC)n1C (centres undefined)	-1	-14
COc1ccc(C(C)=O)cc1CSCCC#N	·	-15
O=C(CN1C(=O)c2cccc3cccc1c23)Nc1ccc(S(=O)(=O)Nc2nccs2)cc1	·	-5
COc1ccc(CCNC2=C(Cl)C(=O)N(CCc3ccccc3)C2=O)cc1OC	·	-13
Cc1ccc(C(=O)Nc2cc(Cl)ccc2N2CCCCC2)s1	·	-10
CC1Cc2ccccc2N1C(=O)CN1CCC(n2nnc3cc(C(F)(F)F)ccc32)CC1 (centres undefined)	·	13
c1ccc(-c2nc(NC3CC3)nc(-n3ccnc3)n2)cc1	-16	-3
CC(C)C(NC(=O)CN1C(=O)c2ccccc2S1(=O)=O)C(C)C	-8	4
CCC(C)NC(=O)c1ccccc1NC(=O)c1ccccc1N(C)S(C)(=O)=O (centres undefined)	·	-11
Cc1ccc(N(CC(=O)Nc2ccccc2-c2ccccc2)S(=O)(=O)c2ccccc2)cc1	·	-21
Cc1ccc2c(CN3CCN(CCO)CC3)cc(=O)oc2c1	-11	-19
NC(=O)[C@H]1CC2(CC(c3cccc(NC(=O)CC(c4ccccc4)c4ccccc4)c3)=NO2)CN1C(=O)C(c1ccccc1)c1ccccc1 (some centres undefined)	·	69
S=C(c1ccc[nH]1)N1CCOCC1	·	-12
Cc1csc(NC(=O)CSc2nncn2C)n1	-6	0
CCOC(=O)CCc1cnccc1-c1cccc(OC)c1O	·	-10
CCOC(=O)C1CCCN(C(=O)Cn2ncc3c(=O)oc4ccc(C)cc4c32)C1 (centres undefined)	-5	·
CCSc1nnc(NC(=O)CSc2nccn2-c2cccc(C)c2)s1	-17	-12
NC(=O)c1cnn2c(C(F)(F)F)cc(-c3ccccc3)nc12	-3	-10
CCC1CCCCN1CCCNC(=O)C1CCN(S(=O)(=O)N2CCCCC2)CC1 (centres undefined)	1	14
CC(=O)c1cn(CC(=O)NCc2ccco2)c2ccccc12	·	15
Cc1ccnc(Sc2ncccc2[N+](=O)[O-])n1	·	-12
O=C(O)c1ccc(-n2nnnc2SCc2ccccc2)cc1	·	-11
CC1=C(/C=C/C(C)=C/C=C/C(C)=C/CO)C(C)(C)CCC1	·	-19
COc1ccc(C2C(C(=O)N3CC(C)CC(C)C3)c3ccccc3C(=O)N2C)cc1 (centres undefined)	5	-9
COc1ccc(N2C(=O)C3C4c5ccccc5C(C=Nc5ccc(C)cc5C)(c5ccccc54)C3C2=O)cc1 (centres undefined)	·	-12
CSc1nsc(SC)c1NC(=O)N1CCCC1	21	-13
COc1cc(C(=O)OCC(=O)NCc2ccccc2)cc(NC(=O)c2ccco2)c1OC	·	-2
NC(=O)CSc1ncnc2c1oc1ccccc12	-8	-9
CCOC(=O)c1c(-c2ccccc2)oc2ccc(O)c(CN(C)C)c12	·	-4
CC1(C)N=C(c2ccccc2)C(=O)N1	·	-7
Nc1ncncc1-c1ccc([N+](=O)[O-])cc1	·	2
COc1ccc(O)c(C(C)(C)C)c1	·	11
COc1cc(NC(=O)CCN2CCN(c3ccccc3F)CC2)cc(OC)c1	-5	-12
CSc1nc2ccc(NC(=O)C3CCCO3)cc2s1 (centres undefined)	-4	·
Cc1ccc(CNn2cnnc2SCC(=O)NC(C)(C)C)cc1	-11	-6
CC(C)N1C(=O)CCC1C(=O)NCCc1ccccc1 (centres undefined)	5	-10
Cn1c(=O)n(C)c2cc(C(N)=O)ccc21	1	-19
Cc1cc(Cl)c(S(=O)(=O)N2CCCCCC2)cc1OCC(N)=O	-8	-4
CCOC(=O)N1CCC(N2Cc3cccc(C(=O)O)c3C2=O)CC1	-4	-9
Cc1cc(C)cc(NC(=O)CSc2nnc(-c3ccc(S(=O)(=O)N4CCCC4)cc3)o2)c1	11	1
NCc1ccc(-c2nc3ccccc3o2)cc1	3	·
c1ccc2c(c1)ncn2CCOCCOCCn1cnc2ccccc21	·	6
CCCCCC(=O)N(O)C1CC(=O)N(c2ccccc2)C1=O (centres undefined)	16	6
C=C(C)n1c(=O)[nH]c2ccccc21	-10	5
CCc1nnc(NC(=O)CSc2ncnc3c2cnn3-c2ccc(OC)cc2)s1	·	18
COC(=O)Cc1n[nH]c(=S)[nH]c1=O	12	31
Cc1cccc(NC(=O)/C(=C\c2cccs2)NC(=O)c2ccccc2)c1	·	-9
COc1ccccc1C(=O)N1CCN(S(=O)(=O)Cc2ccccc2)CC1	-9	12
COc1ccc(N2CCN(S(=O)(=O)c3ccc(Br)s3)CC2)cc1	-7	6
COc1cccc(SCc2noc(C(=O)NCCCN3CCOCC3)c2C(=O)NCCCN2CCOCC2)c1	·	5
CN1C(=O)CSc2ccc(NC(=O)NCCC3=CCCCC3)cc21	-42	-14
Cn1c(NCCN(CCO)CCCc2ccc([N+](=O)[O-])cc2)cc(=O)n(C)c1=O	·	-11
O=P(O)(CP(=O)(c1ccccc1)c1ccccc1)c1ccccc1O	·	2
CCN(CC)CCCN1C(=O)C(=O)/C(=C(/O)c2ccccc2)C1c1cc(OC)ccc1OC (centres undefined)	-6	16
CC1CCC2(CC1)NC(=S)N(c1ccccc1)N2 (centres undefined)	·	1
CN(Cc1ccccc1)C(=O)Nc1ccccc1	-10	5
CC1Cc2ccccc2N1C(=O)CCS(=O)(=O)c1cccc2nonc12 (centres undefined)	-10	-34
Cc1ccccc1OC(C)C(=O)NC1CCCC1 (centres undefined)	-9	76
COc1ccccc1CN(Cc1nc2ccccc2c(=O)[nH]1)C(=O)Nc1ccccc1	-4	5
Cc1ccc(S(=O)(=O)N2CCCC(C(=O)Nc3ccc(NC(=O)c4ccccn4)cc3)C2)cc1 (centres undefined)	·	-9
CCOc1ccc(NC2CCN(C(C)=O)CC2)cc1	5	2

# Ordered by length of the SMILES (descending): some entries from above.
SMILES	RT RNaseH block	RmlC RmlD mix
Cc1cc(C)cc(NC(=O)CSc2nnc(-c3ccc(S(=O)(=O)N4CCCC4)cc3)o2)c1	11	1
COc1cccc(SCc2noc(C(=O)NCCCN3CCOCC3)c2C(=O)NCCCN2CCOCC2)c1	·	5
CCN(CC)CCCN1C(=O)C(=O)/C(=C(/O)c2ccccc2)C1c1cc(OC)ccc1OC (centres undefined)	-6	16
Cn1c(NCCN(CCO)CCCc2ccc([N+](=O)[O-])cc2)cc(=O)n(C)c1=O	·	-11
COc1ccccc1CN(Cc1nc2ccccc2c(=O)[nH]1)C(=O)Nc1ccccc1	-4	5
CCOC(=O)c1c(-c2ccccc2)oc2ccc(O)c(CN(C)C)c12	·	-4
COc1ccc(N2CCN(S(=O)(=O)c3ccc(Br)s3)CC2)cc1	-7	6
Cc1cc(Cl)c(S(=O)(=O)N2CCCCCC2)cc1OCC(N)=O	-8	-4
CN1C(=O)CSc2ccc(NC(=O)NCCC3=CCCCC3)cc21	-42	-14
CCCCCC(=O)N(O)C1CC(=O)N(c2ccccc2)C1=O (centres undefined)	16	6
c1ccc2c(c1)ncn2CCOCCOCCn1cnc2ccccc21	·	6
CC(C)N1C(=O)CCC1C(=O)NCCc1ccccc1 (centres undefined)	5	-10
CC1CCC2(CC1)NC(=S)N(c1ccccc1)N2 (centres undefined)	·	1
CCOc1ccc(NC2CCN(C(C)=O)CC2)cc1	5	2
Cn1c(=O)n(C)c2cc(C(N)=O)ccc21	1	-19
CN(Cc1ccccc1)C(=O)Nc1ccccc1	-10	5
NCc1ccc(-c2nc3ccccc3o2)cc1	3	·
COc1ccc(O)c(C(C)(C)C)c1	·	11

# From PubChem
